Assay outcomes (PubChem BioAssay)
Bcl-XL Bim block = inhibitors of Bim-Bcl-XL interaction, human; Q07817; Bim peptide-Bcl-XL binding, bead flow cytometry, fluorescence; inhibition, % at 10 µM; 0.04% of 190,000 active
Target sequence (Q07817 whole entry, looked up): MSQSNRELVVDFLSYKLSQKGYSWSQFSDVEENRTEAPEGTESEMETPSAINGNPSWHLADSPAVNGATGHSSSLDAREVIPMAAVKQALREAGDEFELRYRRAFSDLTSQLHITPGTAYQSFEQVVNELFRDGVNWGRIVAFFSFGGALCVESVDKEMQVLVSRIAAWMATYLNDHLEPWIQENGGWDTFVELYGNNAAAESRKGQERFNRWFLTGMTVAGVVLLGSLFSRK
Bcl-W Bim block = human Bim-Bcl-W interaction inhibition. Q92843. inhibition, % at 10 µM. bead-based flow cytometry, Bim peptide-Bcl-W binding. 0.02% of 190,000 active;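 also: 0% = bound tracer without compound and 100% = peptide blocker; higher means less fluorescent Bim peptide bound to Bcl-W beads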
Target sequence (Q92843 whole entry, looked up): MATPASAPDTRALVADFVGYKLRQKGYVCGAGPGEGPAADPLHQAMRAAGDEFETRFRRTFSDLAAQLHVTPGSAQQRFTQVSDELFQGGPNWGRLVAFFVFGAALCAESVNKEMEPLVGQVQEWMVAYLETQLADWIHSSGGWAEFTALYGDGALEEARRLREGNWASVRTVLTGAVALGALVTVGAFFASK
RGS8-Gao = human RGS8-Galphao interaction regulation | 0.34% of 220,000 active | AID 1423 | multiplexed bead flow cytometry, RGS8-Galphao binding; actives lie on both sides | response (percent of control binding), % at 10 µM | P09471; in the data active = response below about 60% or above about 140%; inactive = in between;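 also: Galphao activated as the GDP aluminium fluoride complex binding bead-coupled RGS8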
Bim-Bcl-B = inhibitors of Bim-Bcl-B interaction, human; AID 951; bead-based flow cytometry, Bim peptide-Bcl-B binding; 0.073% of 190,000 active; Q9HD36; inhibition, % at 10 µM;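 also: 0% = tracer peptide without compound and 100% = reference inhibitor peptide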
Target sequence (Q9HD36 whole entry, looked up): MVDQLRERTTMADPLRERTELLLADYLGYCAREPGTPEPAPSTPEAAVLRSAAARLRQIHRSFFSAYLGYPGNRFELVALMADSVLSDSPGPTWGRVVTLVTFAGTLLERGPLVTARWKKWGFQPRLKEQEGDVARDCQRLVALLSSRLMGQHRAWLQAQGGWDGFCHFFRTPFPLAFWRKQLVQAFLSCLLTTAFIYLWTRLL
Bim-Bcl-2 = disrupts Bim peptide binding to human Bcl-2 | P10415 | Bead-based flow cytometry, Bim peptide-Bcl-2 binding | inhibition, % at 10 µM | 0.06% of 190,000 active | AID 950; in the data active = inhibition above about 40%; inconclusive = no clear call, values can overlap the other calls;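 also: 0% = no compound wells with probe peptide and 100% = reference peptide inhibitor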
Bim-Mcl-1 = human Bim-Mcl-1 interaction inhibition; 0.1% of 190,000 active; Q07820; inhibition, % at 10 µM; Bead-based flow cytometry, Bim peptide-Mcl-1 binding; AID 1009;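 also: 0% = no compound tracer wells and 100% = peptide blocker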
Target sequence (Q07820 whole entry, looked up): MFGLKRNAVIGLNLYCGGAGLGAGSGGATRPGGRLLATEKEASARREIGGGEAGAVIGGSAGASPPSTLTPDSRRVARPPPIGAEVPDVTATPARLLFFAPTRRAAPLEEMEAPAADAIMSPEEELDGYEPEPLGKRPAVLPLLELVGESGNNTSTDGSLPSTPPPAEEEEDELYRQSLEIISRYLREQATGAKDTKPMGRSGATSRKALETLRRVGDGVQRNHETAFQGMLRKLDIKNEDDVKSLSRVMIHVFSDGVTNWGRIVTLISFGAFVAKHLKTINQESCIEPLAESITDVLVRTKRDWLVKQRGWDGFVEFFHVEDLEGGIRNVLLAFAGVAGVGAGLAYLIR
RGS7-Gao = regulators of human RGS7-Galphao interaction; 0.35% of 220,000 active; AID 1439; Multiplexed bead flow cytometry, RGS7-Galphao binding; actives lie on both sides; P09471; binding response (% of control), % at 10 µM; in the data active = binding response below about 49% or above about 150%; inconclusive = no clear call, values can overlap the other calls; inactive = in between;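 also: fluorescent Galphao held in activated GDP-AlF4 state binding bead-coupled RGS7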
Mcl1-Noxa inh = disrupts binding of human Mcl-1 to Noxa peptide; Q07820; TR-FRET Mcl-1/Noxa peptide binding, 2 h; inhibition, % at 21.7 µM; 1.5% of 220,000 active; AID 1022;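 active = compounds that cut the protein-peptide binding signal by more than 50% relative to plate controls in a single-dose test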;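 also: His-tagged Mcl-1 with rhodamine Noxa BH3 peptide and terbium anti-His antibody; 0% = Mcl-1 plus Noxa peptide wells and 100% = peptide-only wells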
Mcl1 Bid PPI = disrupts binding of human Mcl-1 to Bid peptide; Q07820; TR-FRET Mcl-1/Bid-Dy647 peptide binding, 1536-well; inhibition, % at 21.7 µM; 0.97% of 220,000 active; AID 1021;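 active = compounds that cut the binding signal by more than half at the single screening dose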;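 also: His-tagged Mcl-1 with europium anti-His antibody binding Bid BH3 peptide; 0% = Mcl-1 plus peptide wells and 100% = peptide-only wells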
Bim-Bfl-1 = inhibitors of Bim-Bfl-1 interaction, human | Q16548 | Bead-based flow cytometry, Bim-Bfl-1 binding inhibition | inhibition, % at 10 µM | 0.12% of 190,000 active;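 also: 0% = wells without compound plus tracer and 100% = blocker peptide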
RGS4-Gao reg = modulates binding of RGS4 to human Galphao | Multiplexed bead flow cytometry; actives lie on both sides | binding response (% of control), % at 10 µM | 0.33% of 220,000 active | AID 1415; in the data active = binding response below about 49% or above about 150%; inactive = in between;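 also: fluorescent Galphao activated with aluminum fluoride binding bead-coupled RGS4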
Numbers without * were called inactive; ? = inconclusive; nt = no result given; [ ] = dose if it differs, or a comment. Rule as the data show it, unless noted: active = inhibition above about 40%.

1. Cc1csc(NC(=O)/C=C/c2ccco2)n1
2. O=S(=O)(Nc1ccc2c(c1)OCO2)c1ccc(Br)s1
3. CC(C)CN(CC(C)C)S(=O)(=O)N1CCC(C(=O)NCCN2CCOCC2)CC1
4. CCOC(=O)c1ccc2ncc(C(=O)OCC)c(Nc3ccc(N4CCOCC4)cc3)c2c1
5. CS(=O)(=O)N(CC(=O)Nc1cc(Cl)ccc1Cl)c1ccccc1Cl
6. CCOC(=O)C(C)Sc1nnc(-c2ccccc2O)n1-c1ccc(C)cc1 (centres undefined)
7. O=C(CSc1ncn[nH]1)Nc1c(F)cc(F)cc1Br
8. CCc1ccccc1NC(=O)/C(C#N)=C/c1ccc(Sc2ccccc2)o1
Screen / compound no.	1	2	3	4	5	6	7	8
Bcl-XL Bim block	-11	2	0	-7	-17	0	1	-4
Bcl-W Bim block	-3	2	0	-3	-1	-4	-4	-1
RGS8-Gao	98	100	101	99	100	99	101	99
Bim-Bcl-B	-9	1	-1	-6	-13	4	-3	-9
Bim-Bcl-2	-14	2	-3	-5	-13	7	-3	-4
Bim-Mcl-1	-6	0	0	0	-4	-1	0	-5
RGS7-Gao	98	99	100	100	101	99	101	99
Mcl1-Noxa inh	23	3	-8	24	10	18	12	12
Mcl1 Bid PPI	-21	-39	-10	-21	11	-3	-1	-13
Bim-Bfl-1	-14	7	-2	-8	-15	11	-1	1
RGS4-Gao reg	100	100	100	101	97	95	101	95

9. CSc1nc(SCC(=O)NCc2ccco2)c2c3c(sc2n1)COC(C)(C)C3
10. O=[N+]([O-])c1ccc(-c2cc(-c3ccncc3)nc3ccc4ccccc4c23)cc1
11. CCOCC(=O)Nc1ccc(S(=O)(=O)Nc2ncccn2)cc1
12. CCOC(=O)c1c(C)[nH]c(C(=O)C(C)Cl)c1C (centres undefined)
13. O=C(CNC(=O)c1ccc(S(=O)(=O)N2CCCC2)cc1)N/N=C/c1ccco1
14. O=C1CSC(=NC(=O)c2ccccc2)N1
15. COc1ccc(NC(=O)N(Cc2cc3cc(OC)ccc3[nH]c2=O)CC2CCCO2)cc1 (centres undefined)
16. O=C(/C=C/c1ccc2ccccc2n1)N1CCN(c2ccccc2)CC1
Screen / compound no.	9	10	11	12	13	14	15	16
Bcl-XL Bim block	0	-3	0	-3	0	-4	-10	-4
Bcl-W Bim block	0	0	-2	0	1	-5	2	-4
RGS8-Gao	100	99	95	86	101	101	103	101
Bim-Bcl-B	-9	-4	0	-3	-2	0	-9	-10
Bim-Bcl-2	-10	-12	-1	-5	0	3	-7	-6
Bim-Mcl-1	-1	-2	2	0	0	-1	0	-2
RGS7-Gao	95	99	86	80	98	96	99	?
Mcl1-Noxa inh	-20	1	16	-3	18	-1	23	11
Mcl1 Bid PPI	-8	5	-1	-21	-2	-2	-12	-30
Bim-Bfl-1	-7	-15	-2	-7	-1	0	-12	-7
RGS4-Gao reg	99	101	90	95	100	102	100	98

17. CCOc1cc(/C=C/C(=O)c2ccc(C)cc2)ccc1OCC(=O)N(C)C
18. N#CCC(=O)N1CCN(C=O)CC1
19. Cc1ccc(NC(=O)CN(C)S(=O)(=O)c2cnc[nH]2)cc1C
20. OC(c1cc(-c2ccc(Cl)cc2)nc2ccccc12)C1CCCCN1 (centres undefined)
21. N#Cc1cnn2c(-c3cccc(C(F)(F)F)c3)ccnc12
22. CC(C)N(C(=O)COC(=O)c1ccccc1C(=O)c1ccc(Cl)c([N+](=O)[O-])c1)C(C)C
23. COc1cc2c(cc1/C=C1/NC(=O)N(CC(=O)Nc3ccccc3)C1=O)OCO2
24. C[C@H](NC(=O)OC(C)(C)C)c1nnc(SCC(N)=O)o1
Screen / compound no.	17	18	19	20	21	22	23	24
Bcl-XL Bim block	-5	0	-1	nt	nt	-3	0	0
Bcl-W Bim block	-3	0	0	nt	nt	-2	8	3
RGS8-Gao	93	103	99	98	100	100	101	98
Bim-Bcl-B	-8	-7	-4	nt	nt	-4	4	-6
Bim-Bcl-2	-5	-3	-2	nt	nt	-1	2	-5
Bim-Mcl-1	-4	0	-2	nt	nt	0	1	0
RGS7-Gao	95	101	96	nt	?	?	104	99
Mcl1-Noxa inh	5	-5	8	16	5	11	49	0
Mcl1 Bid PPI	-5	-12	-5	-5	17	-32	-20	-1
Bim-Bfl-1	-2	-10	-2	nt	nt	-5	2	-9
RGS4-Gao reg	92	103	101	99	97	102	104	104

25. COCc1ccc(C(=O)N2CCc3c([nH]c4ccccc34)C2c2ccccn2)s1 (centres undefined)
26. COc1ccccc1N(CC(O)COc1ccccc1C)S(=O)(=O)c1ccccc1 (centres undefined)
27. COc1cc(/C=C2/C(=O)N=C(N)N2C)cc(OC)c1OC
28. O=C(O)c1cc(NN=Nc2cccc([N+](=O)[O-])c2)cc([N+](=O)[O-])c1
29. CCn1ccnc1CN(C)Cc1cn(-c2ccc(C)cc2)nc1-c1cccc(C)c1
30. O=C(NCc1ccco1)c1cc2ccccc2o1
31. CCn1c(Cn2nnc(-c3ccccc3)n2)nnc1SCc1ccc(Cl)c(Cl)c1
32. C=CCSC1=N/C(=C\c2ccsc2)C(=O)S1
Screen / compound no.	25	26	27	28	29	30	31	32
Bcl-XL Bim block	-1	-5	-8	nt	1	-2	-6	-4
Bcl-W Bim block	0	-1	0	nt	0	-3	2	-5
RGS8-Gao	100	101	100	96	101	108	102	105
Bim-Bcl-B	-3	0	1	nt	0	-1	-4	-3
Bim-Bcl-2	-4	-3	-1	nt	-2	-5	-2	-4
Bim-Mcl-1	-1	-2	4	nt	0	-1	-2	-3
RGS7-Gao	?	103	98	?	98	108	100	101
Mcl1-Noxa inh	8	10	-105	20	8	0	-10	-1
Mcl1 Bid PPI	-59	3	-141	11	-2	-12	-22	-37
Bim-Bfl-1	-4	-2	-5	nt	-1	-2	-11	1
RGS4-Gao reg	98	100	101	97	101	112	102	90

33. COc1cccc2c1C(=O)c1c(O)c3c(c(O)c1C2=O)C[C@@](O)(C(=O)CO)C[C@@H]3O[C@H]1C[C@H](N)[C@H](O)[C@H](C)O1
34. CCCCn1cnc2c(c1=O)c1nc3ccccc3nc1n2Cc1ccc2c(c1)OCO2
35. COc1ccc2nc3ccccc3nc2c1NC(=O)c1ccccc1Cl
36. O=C(CCc1nc(-c2ccccc2)no1)NC1CCCCC1
37. CCOCCN1CCN(c2c(CC)c(C)nc3cc(-c4cc(OC)cc(OC)c4)nn23)CC1
38. Cc1cc(N2CCN(Cc3nc(-c4ccc(Cl)cc4)oc3C)CC2)cc(C)n1
39. O=C(OCN1C(=O)c2ccccc2C1=O)c1ccccc1
40. CN(C(=O)CSc1nnc2ccccn12)c1c(N)n(Cc2ccccc2)c(=O)[nH]c1=O
Screen / compound no.	33	34	35	36	37	38	39	40
Bcl-XL Bim block	57*	nt	2	-3	-6	nt	-8	-11
Bcl-W Bim block	59*	nt	0	0	2	nt	-4	-6
RGS8-Gao	90	103	101	98	94	101	86	102
Bim-Bcl-B	86*	nt	0	-8	-1	nt	-4	-10
Bim-Bcl-2	54*	nt	-2	-8	17	nt	-2	-7
Bim-Mcl-1	34	nt	5	-1	17	nt	-5	-6
RGS7-Gao	86	?	98	100	96	?	94	106
Mcl1-Noxa inh	60*	4	-14	17	32	11	20	3
Mcl1 Bid PPI	10	-1	-16	4	-6	-7	8	-25
Bim-Bfl-1	60*	nt	-5	-6	-6	nt	-2	-16
RGS4-Gao reg	69	98	98	96	93	100	94	102

41. CC1CCOC2(O1)C(=O)N(CN1CCN(c3ccccc3F)CC1)c1ccccc12 (centres undefined)
42. COc1ccc(NC(=O)c2ccc3c(c2)OCO3)cc1[N+](=O)[O-]
43. Fc1ccc(/C=N/c2c(-c3ccc(F)cc3)nc3n2CCS3)cc1
44. CCCCC(CC)CNC(=O)C1C2C=CC(C2)C1C(=O)O (centres undefined)
45. Cc1ccccc1C(=O)Nc1ccc(N2CCCCCC2)cc1
46. CCOC(=O)C1=C(c2ccccc2)NC(=O)NC1c1ccc(O)c(OCC)c1 (centres undefined)
47. COc1ccc(OC)c(C(=O)NC(CC(N)=O)c2ccc(N3CCC(N4CCCC4)CC3)c([N+](=O)[O-])c2)c1 (centres undefined)
48. CCN(Cc1ccccc1)c1ccc(/C=N/N=C(N)N)cc1
Screen / compound no.	41	42	43	44	45	46	47	48
Bcl-XL Bim block	-1	-2	-3	-3	-3	-2	nt	-4
Bcl-W Bim block	0	2	-1	0	1	3	nt	-1
RGS8-Gao	98	101	102	100	91	102	99	105
Bim-Bcl-B	0	0	-3	-4	-3	1	nt	-2
Bim-Bcl-2	0	1	-1	-10	2	9	nt	8
Bim-Mcl-1	0	3	-2	1	-4	2	nt	0
RGS7-Gao	102	98	100	104	91	100	?	111
Mcl1-Noxa inh	1	9	6	1	46	11	0	10
Mcl1 Bid PPI	-5	-10	-45	-11	-44	-45	-33	-57
Bim-Bfl-1	-1	1	-1	-10	8	0	nt	3
RGS4-Gao reg	101	98	100	98	95	103	101	109

49. Cc1noc(C)c1C(=O)Nc1nc(C23CC4CC(CC(C4)C2)C3)cs1
50. CC(C)N1CCC(N2CCN(Cc3ccc(C#CC(C)(C)O)s3)CC2CCO)CC1 (centres undefined)
51. CN(C)S(=O)(=O)N1CCN(S(=O)(=O)c2ccccc2)CC1
52. COc1ccc(C(=O)COC(=O)c2ccco2)cc1
53. O=C1CC(c2ccccc2)=Nc2ccccc2N1
54. CCC(C)Nc1nc(C)nc2c1oc1ccccc12 (centres undefined)
Screen / compound no.	49	50	51	52	53	54
Bcl-XL Bim block	-4	0	1	0	-7	nt
Bcl-W Bim block	-1	0	-1	-2	-1	nt
RGS8-Gao	99	84	97	101	101	100
Bim-Bcl-B	-1	-2	0	0	-9	nt
Bim-Bcl-2	0	0	2	-4	-10	nt
Bim-Mcl-1	-3	-2	2	-9	-5	nt
RGS7-Gao	90	275*[activator]	96	97	100	?
Mcl1-Noxa inh	-1	-9	-13	0	10	22
Mcl1 Bid PPI	-15	-55	-7	-26	-3	11
Bim-Bfl-1	-3	0	0	-2	-8	nt
RGS4-Gao reg	96	142	98	100	103	105

Hits appear at their usual frequency; 2.7% or so of the library scored in one or more.
